SIRT5 inh: SIRT5 desuccinylase inhibitors, primary screen, biochemical, fluorescence imaging, single point, set 5 | NAD-dependent protein deacylase sirtuin-5, mitochondrial (Homo sapiens), Q9NXA8 | Purified SirT5, succinyl-peptide AMC, trypsin-coupled fluorescence | inhibition, % at 15 µM | AID 652115, 2013 | 1.1% of 330,000 active; in the data active means inhibition above about 15%
Target sequence (Q9NXA8 whole entry, looked up): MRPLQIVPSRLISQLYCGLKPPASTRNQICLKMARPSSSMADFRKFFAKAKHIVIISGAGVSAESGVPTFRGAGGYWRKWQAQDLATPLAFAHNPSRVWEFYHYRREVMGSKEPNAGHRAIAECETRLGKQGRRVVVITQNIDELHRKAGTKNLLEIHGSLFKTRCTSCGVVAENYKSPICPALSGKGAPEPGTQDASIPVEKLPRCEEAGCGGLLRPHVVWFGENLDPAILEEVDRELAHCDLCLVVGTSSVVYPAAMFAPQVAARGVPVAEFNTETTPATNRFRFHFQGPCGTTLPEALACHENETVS
Casp6 inh: human caspase-6 inhibitors, primary screen, biochemical, VEID-R110 fluorescence, single point, set 2. P55212. inhibition, % at 12.5 µM. purified caspase-6, Z-VEID-R110 cleavage fluorescence. 0.53% of 350,000 active;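 active means mean inhibition across replicates at least about 35%, with every replicate also reaching that limit, limit read from the data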;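 further: 0% = median of neutral control wells and 100% = no fluorescence left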
Target sequence (P55212 24-179 limits assumed): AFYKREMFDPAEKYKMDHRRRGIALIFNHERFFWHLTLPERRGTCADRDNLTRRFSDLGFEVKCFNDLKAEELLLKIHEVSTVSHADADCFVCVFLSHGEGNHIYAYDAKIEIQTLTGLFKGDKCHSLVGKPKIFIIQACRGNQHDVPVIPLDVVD
Target sequence (P55212 194-293 limits assumed): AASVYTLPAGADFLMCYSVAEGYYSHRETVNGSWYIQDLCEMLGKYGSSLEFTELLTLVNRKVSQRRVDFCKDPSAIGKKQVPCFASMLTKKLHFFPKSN
LGR2 antag: inhibitors of bursicon-induced LGR2 CRE-luciferase signal, primary screen, cell-based, HEK293, CRE-luciferase reporter, bursicon stimulation. Drosophila bursicon receptor LGR2 (rickets). AID 720647, 2013. 0.35% of 380,000 active. inhibition, % at 9.99 µM. bursicon-stimulated, 4 h;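 active means drop in luminescence signal, shown as inhibition above about 50% in the replicate tests, limit read from the data, passing the limit was not always enough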;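 further: agonist challenge used bursicon conditioned medium at about half maximal strength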
esBAF inh: Bmi1 luciferase reporter increase in mESCs, primary screen, esBAF inhibitor project, mouse ES cells, Bmi1 luciferase knock-in, single point; reporter increase, % at 12.5 µM; 24 h; 100% = twice the neutral-well signal; 2% of 350,000 active; in the data active means activation above about 40%;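 further: 0% = median of the plate's neutral control wells and 100% = double that signal; a rise in the Bmi1 reporter signal indicates esBAF inhibition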
S100A4 inh HTS: inhibitors of S100A4-myosin IIA peptide binding, primary screen, biochemical, fluorescence polarization, TAMRA-MyoIIA peptide | AID 652163, 2013 | 0.14% of 360,000 active | Protein S100-A4 (Homo sapiens), P26447 | inhibition, % at 10.7 µM;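 active means mean inhibition of at least 70% across replicates, with every replicate also reaching that level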
Target sequence (P26447 whole entry, looked up): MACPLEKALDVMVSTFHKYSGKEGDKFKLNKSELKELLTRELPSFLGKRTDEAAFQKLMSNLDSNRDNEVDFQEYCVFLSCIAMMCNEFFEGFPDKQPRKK
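Material: S100A4 monomer (human). Medium: Calcium-containing HEPES buffer, pH 7.2. Probe or stimulus: labelled myosin peptide probe, 5 nM. Compound dosing: one concentration per compound. Timing: polarization read 5 min after assay mix addition, stable 5–60 min. Benchmarks: DMSO as neutral control, TFP as positive control.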
FN deposit inh: inhibitors of fibronectin matrix deposition, primary screen, AH1F cells, Alexa488-fibronectin fluorescence, plate reader | 0.086% of 350,000 active | AH1F fibroblasts, overnight | inhibition, % at 12.6 µM;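 active means mean inhibition across replicates of 30% or more, regardless of how many single replicates reach that level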;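 further: positive control wells lacked labelled fibronectin entirely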
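Schedule: 1 h cell adhesion before compound, then overnight fibronectin incubation; test system: AH1F fibroblast monolayer depositing Alexa488-labelled fibronectin into matrix; quantity: 10000 AH1F cells per well; probe or stimulus: fluorescent fibronectin at 24 nM final; signal: fluorescence, ex 485 nm, em 525 nm; evaluation: percent inhibition as loss of matrix-bound fibronectin fluorescence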
Statin myotox sup: suppressors of statin myotoxicity in C2C12 myotubes, primary screen, cell-based, single point, plate reader; rescue of ATP level, % at 7.49 µM; 0.78% of 330,000 active; AID 602340, 2012; C2C12 myotubes + simvastatin, ATP luminescence, 48 h; scaled: DMSO 0, geranylgeraniol control 100;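 active means mean ATP rescue above about 67%, or every replicate alone reaching that limit, limit read from the data, passing the limit was not always enough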;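 further: myotubes were challenged with 10 µM simvastatin during compound exposure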
* = called active by the depositor; nt = not tested or not shown. Only part of the results is shown; the hit share may differ from the screen's.

Short keys – A = SIRT5 inh; B = Casp6 inh; C = LGR2 antag; D = esBAF inh; E = S100A4 inh HTS; F = FN deposit inh; G = Statin myotox sup
> O=C(NCC(O)c1ccc([N+](=O)[O-])cc1)c1cccc(S(=O)(=O)N2CCCC2)c1 (configuration not stated)
  A: -1	B: 1	C: -7	D: 0	E: 21	F: -3	G: -3
> O=C(CN1C(=O)c2ccc([N+](=O)[O-])cc2C1=O)Nc1cc(S(=O)(=O)N2CCOCC2)ccc1Cl
  A: -4	B: 2	C: -2	D: -3	E: -6	F: 2	G: 8
> CC(C)CC(=O)Nc1ccccc1N1CCOCC1
  A: nt	B: nt	C: nt	D: 3	E: nt	F: 7	G: -25
> Nc1c(C(=O)N2CCCC2)sc2nc(-c3ccccc3)ccc12
  A: -2	B: 5	C: nt	D: 69*	E: -3	F: -10	G: -21
> O=C(O)CCc1ccc(S(=O)(=O)Nc2cc(C(F)(F)F)ccc2N2CCCC2)cc1
  A: 2	B: 67*	C: 5	D: 6	E: -5	F: 4	G: 8
> CCS(=O)(=O)N1CC2(C1)[C@@H](c1ccccc1)[C@H](CO)N2Cc1ccc(F)cc1
  A: 16*	B: 1	C: 6	D: nt	E: -10	F: -4	G: nt
> Cc1ccc(Cl)cc1N1CCN(C(=O)C2CCC(=O)N(C3CCCCCC3)C2)CC1 (configuration not stated)
  A: 1	B: 0	C: -2	D: -22	E: 11	F: nt	G: 12
> CCOC(=O)C1=CC[C@@H](c2ccccc2)N(S(=O)(=O)c2ccc(C)cc2)[C@H]1c1ccc(C#N)cc1
  A: -1	B: -4	C: 40	D: -3	E: 10	F: -3	G: -4
> CCC(=O)Nc1cccc(NC(=O)c2ccc(C)c([N+](=O)[O-])c2)c1
  A: nt	B: nt	C: nt	D: 29	E: nt	F: -1	G: -4
> COc1ccc(NS(=O)(=O)c2cc(NC(=O)c3cncc(Br)c3)ccc2OC)cc1
  A: -2	B: 4	C: -1	D: -7	E: -1	F: 15	G: 4
> O=C(N/N=C/c1cc(Br)c(Br)o1)c1cc2ccccc2o1
  A: -1	B: 2	C: -10	D: 8	E: 1	F: -3	G: -11
> CCC(=O)N1CC(=O)N2[C@H](CO)[C@H](c3ccc(-c4ccncc4)cc3)[C@@H]2C1
  A: -3	B: -1	C: 3	D: nt	E: -42	F: nt	G: nt
> C/C(=N/NC(=O)CNC(=O)c1ccncc1)c1ccc(Cl)cc1
  A: 0	B: 2	C: -2	D: nt	E: -5	F: -9	G: nt
> COc1ccc(CN(C)C[C@H]2Oc3ccc(NC(=O)NC4CCCCC4)cc3CC(=O)N([C@@H](C)CO)C[C@@H]2C)cc1
  A: 4	B: -3	C: 15	D: 3	E: 9	F: nt	G: -12
> COc1cc(O)c(C(C)=O)c2c1C=CC(C)(C)O2
  A: 0	B: -7	C: -1	D: -4	E: -14	F: nt	G: 0

Overlap with the part before: 3 entries, then new ones.
Short keys – A = SIRT5 inh; B = Casp6 inh; C = LGR2 antag; D = esBAF inh; E = S100A4 inh HTS; F = FN deposit inh; G = Statin myotox sup
> C/C(=N/NC(=O)CNC(=O)c1ccncc1)c1ccc(Cl)cc1
  A: 0	B: 2	C: -2	D: nt	E: -5	F: -9	G: nt
> COc1ccc(CN(C)C[C@H]2Oc3ccc(NC(=O)NC4CCCCC4)cc3CC(=O)N([C@@H](C)CO)C[C@@H]2C)cc1
  A: 4	B: -3	C: 15	D: 3	E: 9	F: nt	G: -12
> COc1cc(O)c(C(C)=O)c2c1C=CC(C)(C)O2
  A: 0	B: -7	C: -1	D: -4	E: -14	F: nt	G: 0
> O=C1C=C(O)c2[nH]c(=O)ccc2C1=O
  A: 8	B: 84*	C: -10	D: nt	E: 8	F: -6	G: nt
> O=C(Nc1ccc(Cl)c(Cl)c1)N[C@@H]1CC[C@@H](CCn2cc(C3CCCCC3)nn2)O[C@H]1CO
  A: -4	B: -1	C: -6	D: 2	E: 40	F: 1	G: -12
> Cc1cc(C)nc(SCC(=O)N/N=C/c2cccnc2)n1
  A: 1	B: -3	C: 9	D: nt	E: 0	F: 4	G: nt
> Cc1cccc(C(=O)NCc2nnc(SC(C)C(=O)Nc3nnc(C)s3)n2C)c1 (configuration not stated)
  A: 22*	B: 2	C: -8	D: nt	E: -3	F: -5	G: 11
> CCN(CC(=O)NCc1cccs1)CC(=O)Nc1cccc(S(N)(=O)=O)c1
  A: -1	B: -1	C: -1	D: 3	E: -3	F: -2	G: -1
> CN(C(=O)COC(=O)c1ccc2ccccc2n1)c1ccccc1
  A: -1	B: -1	C: nt	D: 4	E: -2	F: -8	G: 0
> COC(=O)c1ccccc1NS(=O)(=O)c1ccc(O)c(C(=O)O)c1
  A: -1	B: 14	C: 14	D: -10	E: 31	F: nt	G: 4
> CN(C)C(=O)c1cccc(-c2ccc([C@H]3[C@H](CO)N4C(=O)CN(C(=O)C5CCCC5)C[C@@H]34)cc2)c1
  A: 2	B: 0	C: 24	D: nt	E: 16	F: -1	G: nt
> COc1ccc(/C=C(\C#N)C(=O)N2CCOCC2)cc1Br
  A: nt	B: nt	C: 10	D: 4	E: nt	F: nt	G: 0
> CCCCNC(=O)C1(C)CCCCN1C(=O)c1ccc2ccccc2n1 (configuration not stated)
  A: 2	B: 1	C: 9	D: 2	E: 1	F: 11	G: 3
> Cc1cc(C(=O)O)ccc1-n1c(C)cc(/C=C(/C#N)C(=O)Nc2ccccc2)c1C
  A: 12	B: 18	C: -9	D: nt	E: -13	F: -2	G: nt
> CC(C)c1ccc(NC(=S)N2CCN(Cc3ccccc3)CC2)cc1
  A: -3	B: -2	C: -1	D: 2	E: 3	F: -4	G: -6
> Cc1ccc(CNC(=O)[C@H]2O[C@@H](n3cnc4c(N)ncnc43)[C@H](O)[C@@H]2O)o1
  A: -2	B: 0	C: -11	D: -3	E: -1	F: 3	G: -1
> O=C1CC(NS(=O)(=O)c2cccs2)CN1c1ccc(Cl)cc1 (configuration not stated)
  A: -2	B: 2	C: -15	D: nt	E: 1	F: -5	G: nt
> CC(C)(C)S(=O)N1Cc2cc(=O)n(Cc3ccccc3)cc2[C@H]1CCO (some centres not stated)
  A: -12	B: 0	C: 5	D: 0	E: -6	F: 5	G: 0
> Cn1c(N)c(C(=O)COC(=O)Cc2ccsc2)c(=O)n(C)c1=O
  A: nt	B: nt	C: nt	D: -1	E: nt	F: -8	G: -2
> CCC1=C(OC(=O)N(CC)CC)N2C(=O)OC(=NCC3CC3)[C@]2(Cc2ccccc2)[C@H]2C1=CC[C@H]1C(=O)N(CC(=O)OC)C(=O)[C@H]12
  A: nt	B: 2	C: -7	D: nt	E: 24	F: -1	G: nt
> CCCCn1c(N)c(N(C(=O)CSc2nnnn2-c2ccccc2C)C2CCCC2)c(=O)[nH]c1=O
  A: -1	B: -4	C: 1	D: 8	E: 1	F: 1	G: 4
> C/C(=N\NC(=O)c1ccncc1)c1cccc(NC(=O)c2ccc(C(C)(C)C)cc2)c1
  A: 2	B: 1	C: -17	D: 38	E: 1	F: nt	G: -22
> C[C@@H]1CN([C@@H](C)CO)S(=O)(=O)c2ccc(C#Cc3ccccc3F)cc2O[C@H]1CN(C)C
  A: 4	B: -1	C: -4	D: -6	E: -2	F: 2	G: -43
> CN(Cc1ccccc1)c1ncnc2[nH]ncc12
  A: nt	B: -8	C: 2	D: 1	E: -5	F: -1	G: -4
> Cc1noc(C)c1S(=O)(=O)N(C)C[C@@H]1Oc2ccc(NC(=O)C3CC3)cc2CC(=O)N([C@@H](C)CO)C[C@H]1C
  A: 6	B: -2	C: -10	D: -3	E: 142*	F: nt	G: 24
> COC(=O)C[C@@H]1C=C[C@@H](NC(=O)c2ccccc2F)[C@@H](CO)O1
  A: -1	B: 10	C: -2	D: nt	E: -4	F: nt	G: nt
> C[C@H](CO)N1C[C@H](C)[C@H](CN(C)Cc2ccc(-c3ccccc3)cc2)Oc2ccc(NC(=O)Nc3ccc4c(c3)OCO4)cc2C1=O
  A: 0	B: -3	C: -1	D: 2	E: -28	F: nt	G: nt
> Cc1cc(NC(=O)Nc2ccccc2)n(C(C)(C)C)n1
  A: -1	B: 5	C: 8	D: -11	E: -3	F: 1	G: -21
> Cc1ccc(N2C(=O)N(CC(=O)Nc3ccc([N+](=O)[O-])cc3)C(=O)C2C)cc1 (configuration not stated)
  A: 2	B: -2	C: -4	D: 13	E: 3	F: -6	G: 4
> COc1ccccc1NC(=S)NC1CC2CCC1C2 (configuration not stated)
  A: nt	B: 2	C: -32	D: 3	E: 2	F: 4	G: 126*
> NS(=O)(=O)c1ccc(CCNC(=O)CCCNC(=O)c2ccc(Cl)cc2)cc1
  A: -1	B: -4	C: -13	D: -2	E: 0	F: 5	G: -7
> COc1ccc(C#Cc2ccc([C@H]3[C@H](CO)N4CCCCN(C(=O)Nc5ccc(F)cc5)C[C@@H]34)cc2)cc1
  A: -4	B: 1	C: -28	D: nt	E: -9	F: -15	G: nt
> Cn1c(SCc2nc(-c3ccc(Cl)cc3)no2)nnc1-c1cccs1
  A: 33*	B: 3	C: 11	D: -6	E: -1	F: -8	G: 84*
> O=C(O)C(Cc1c[nH]c2ccccc12)N1C(=O)C2C3c4ccccc4C(c4ccccc43)C2C1=O (configuration not stated)
  A: -5	B: 6	C: -5	D: nt	E: -4	F: -21	G: nt
> Cc1cc(Cl)c2oc(C(=O)N(C)Cc3ccon3)c(C)c2c1
  A: 1	B: -2	C: -38	D: 71*	E: -1	F: 4	G: -7
> CO[C@H]1CN(C)C(=O)c2cc(NC(C)=O)ccc2OC[C@H](C)N(CCc2ccccc2)C[C@H]1C
  A: 2	B: -2	C: -3	D: 0	E: 1	F: 5	G: 10
> Cc1cccc(-c2ccc([C@H]3[C@@H](CO)N4CCCCN(Cc5cncnc5)C[C@@H]34)cc2)c1
  A: -2	B: 1	C: 1	D: -4	E: -14	F: nt	G: 29
> CC1(C)COC(Cn2c3ccccc3c3ccccc32)O1 (configuration not stated)
  A: -3	B: 3	C: 4	D: nt	E: -6	F: 5	G: nt
> CCOC(=O)c1nn(-c2ccc(C)cc2)c(=O)cc1OCC(=O)Nc1cccc(C)c1
  A: 4	B: -1	C: -2	D: 6	E: -3	F: -1	G: -1
> CCC(C)CN1C(=O)CSCC1(C)C(=O)Nc1ccc2c(c1)OCCO2 (configuration not stated)
  A: 2	B: -2	C: -11	D: nt	E: -1	F: -3	G: nt
> C[C@@H]1CN([C@@H](C)CO)C(=O)c2cccc(NC(=O)Nc3ccccc3)c2O[C@H]1CN(C)C(=O)NC1CCCCC1
  A: 0	B: -1	C: 6	D: 7	E: 3	F: nt	G: -26
> O=C(C1CCCC1)N1CCCCN2[C@H](CO)[C@H](c3ccc(-c4cccc(F)c4)cc3)[C@H]2C1
  A: 7	B: 1	C: nt	D: nt	E: -6	F: nt	G: nt
> CCC(C)NC(=O)c1nc2c(nnn2Cc2ccccc2Cl)c(=O)[nH]1 (configuration not stated)
  A: 1	B: -3	C: 9	D: nt	E: -4	F: 8	G: nt
> CC(=O)N1C[C@@H]2[C@H](c3ccccc31)[C@@H](CO)N2C(=O)c1ccc(F)cc1
  A: 1	B: -3	C: 12	D: -3	E: -31	F: nt	G: -11
> O=C(COc1ncnc2sccc12)N1CCN(c2ccccc2)CC1
  A: 1	B: 6	C: -14	D: -1	E: 2	F: -5	G: -5
> CCOC(=O)N1CCC(NS(=O)(=O)c2ccc(C)c(Cl)c2)CC1
  A: nt	B: -1	C: -1	D: nt	E: -3	F: 1	G: nt
> Cc1cc(Br)cn2c(Cc3cccc(F)c3)c(C3CCCCC3)nc12
  A: -5	B: 1	C: 4	D: -3	E: 21	F: -8	G: -3
> CNC(=O)C[C@@H]1CC[C@H]2[C@H](COc3ccc(NC(=O)c4ccc5c(c4)OCO5)cc3C(=O)N2C)O1
  A: nt	B: nt	C: -6	D: 3	E: nt	F: -5	G: -39

Compound activity: PubChem BioAssay, Broad Institute
